Screening data: PubChem, several laboratories
Arr AP2 block: inhibitors of human beta-arrestin and AP2 interaction; FITC-arrestin peptide / GST-AP2 beads, flow cytometry; AP2 beta2 appendage carries R879A mutation; inhibition, % at 10 µM; actives 0.31% (n = 340,000);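 active means inhibition above a set limit, near 3 SD of compounds lacking own fluorescence, cut at about 54% in these data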;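 further: plate controls were DMSO wells for no effect and 5 µM unlabelled arrestin peptide for full effect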
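System: GST-AP2 R879A glutathione beads; medium: PBS, Tween 20 0.05%, BSA 0.1%; reagent: fluorescein-tagged arrestin peptide at 50 nM final; schedule: pre-incubation 12 min, peptide binding 1 h, room temperature; detection: flow cytometry, FL1 (488/535 nm); read-out: inhibition as reduced fluorescein signal on beads, percent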
E coli growth: counter-screen for AddAB inhibitors: E. coli growth inhibition. inhibition, % at 11.9 µM. AID 449728. E. coli V3065 growth, OD600 absorbance, 18 h. actives 0.27% (n = 330,000);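 active means inhibition above the campaign's mean inhibition across all tested compounds plus 3 SD, cut at about 9.9% in these data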;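 further: uninfected addAB+ strain grown without phage in ampicillin broth; 0% = DMSO wells and 100% = ciprofloxacin 0.95 µg/ml wells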
OPRM1-OPRD1 ag: OPRM1-OPRD1 heterodimerization agonism; P35372+P41143; actives 0.3% (n = 340,000); cells, luminescence; AID 504326; activation, % at 9.3 µM; in the data active means activation above about 18%;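 further: 0% = vehicle-treated cells and 100% = reference agonist; values of inactives mirror those of a sister screen read the other way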
Target sequence (P35372 whole entry, looked up): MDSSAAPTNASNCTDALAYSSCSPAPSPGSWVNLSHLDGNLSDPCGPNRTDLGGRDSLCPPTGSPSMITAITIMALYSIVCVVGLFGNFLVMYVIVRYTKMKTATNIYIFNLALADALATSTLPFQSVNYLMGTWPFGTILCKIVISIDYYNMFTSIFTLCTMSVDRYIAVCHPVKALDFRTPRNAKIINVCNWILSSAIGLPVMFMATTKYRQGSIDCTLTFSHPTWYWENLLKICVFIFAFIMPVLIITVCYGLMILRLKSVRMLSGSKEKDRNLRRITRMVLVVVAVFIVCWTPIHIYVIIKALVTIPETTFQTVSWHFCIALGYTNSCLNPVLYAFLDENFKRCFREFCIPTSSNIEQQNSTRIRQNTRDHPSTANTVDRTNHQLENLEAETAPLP
Target sequence (P41143 whole entry, looked up): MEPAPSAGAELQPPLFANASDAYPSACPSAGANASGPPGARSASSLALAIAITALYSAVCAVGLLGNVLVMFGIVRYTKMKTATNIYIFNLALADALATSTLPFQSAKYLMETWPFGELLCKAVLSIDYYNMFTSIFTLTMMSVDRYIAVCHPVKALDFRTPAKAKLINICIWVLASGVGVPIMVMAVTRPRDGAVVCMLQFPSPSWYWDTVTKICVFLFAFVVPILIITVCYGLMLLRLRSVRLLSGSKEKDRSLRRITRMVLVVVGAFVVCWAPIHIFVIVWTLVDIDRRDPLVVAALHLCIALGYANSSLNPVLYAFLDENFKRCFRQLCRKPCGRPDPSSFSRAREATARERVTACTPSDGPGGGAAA
Mot1-301 SUMO: inhibitors of SUMOylation pathway: yeast Mot1-301 growth rescue. S. cerevisiae Mot1-301 growth rescue, ATP luminescence, 38.5C; percent above DMSO median, 100 means doubled. growth rescue, % at 18.8 µM. actives 1% (n = 320,000);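 active means every valid replicate shows activation above 250% relative to neutral control wells; inactive means the rest, any valid replicate at or below 250%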;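 further: OY570 slx delta 5 strain wells were the positive control but not used for scaling; some compounds called inactive have numbers as strong as hits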
Tat export inh: inhibitors of E. coli Tat protein transport | E. coli MC4100 TorA-mCherry Tat export, fluorescence | AID 488895 | inhibition, % at 10 µM | actives 0.036% (n = 340,000);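 active means mean replicate inhibition at least 50% and at least half of replicates individually reaching 50%; inconclusive means only one of the two criteria met; inactive means neither criterion met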;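 further: exported cargo escapes ClpAP degradation while cytoplasmic cargo is degraded and loses fluorescence; 0% = median of neutral control wells and 100% = median of NaSCN control wells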
phage Ecoli inh: E. coli growth loss with phage present. actives 0.26% (n = 360,000). growth absorbance. AID 651602. inhibition, % at 11.9 µM; in the data active means inhibition above about 11%
PKA-R1A activ: activates the PKA-R1A holoenzyme complex. P00514+P68181. PKA-R1A dissociation, Cy5-IP20 fluorescence polarization; scaled: DMSO 0%, 113 µM cGMP 100%. activation, % at 11.4 µM. actives 0.083% (n = 340,000);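 active means percent activation above the mean of all tested compounds plus 3 SD, cut at about 19% in these data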;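 further: higher means more PKAc released from R1A so a rise in polarization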
PfHsp90 yeast 2: inhibits growth of yeast expressing Plasmodium falciparum Hsp90. S. cerevisiae expressing PfHsp90, BacTiter-Glo ATP, 48 h; yeast lacking PDR1 and PDR3 efflux regulators. inhibition, % at 9.4 µM. actives 0.32% (n = 310,000). AID 504621;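 active means every replicate shows inhibition above about 80%, whatever the replicate mean, limit read from the data; inconclusive means mean inhibition reaches the set limit but some replicate falls short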;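 further: 0% = DMSO neutral controls and 100% = 20 µM radicicol positive controls; yeast relying on Plasmodium falciparum Hsp90 in place of its own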
MOR-DOR inv ag: mu-delta opioid heterodimer inverse agonism; cell-based MOR-DOR heterodimer luminescence; inhibition, % at 9.3 µM; actives 0.21% (n = 340,000); AID 504357; in the data active means inhibition above about 22%, passing the limit was not always enough;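 further: 0% = cells with DMSO and 100% = wells without cells with DMSO; values of inactives mirror those of a sister screen read the other way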
AddAB inh: less growth of phage-infected E. coli with AddAB; E. coli expressing H. pylori AddAB, absorbance growth; AID 435030; actives 0.29% (n = 330,000); inhibition, % at 11.9 µM; in the data active means inhibition above about 12%;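 further: 0% = vehicle wells of infected cells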
Pemphigus Ab inh: blocks pemphigus antibody binding to human desmoglein-3 | P32926 | DSG3-coupled beads, scFv-anti-DSG3-GFP binding, flow cytometry; active compounds read low | binding (percent of control), % at 10 µM | actives 0.48% (n = 310,000) | AID 588358;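 active means binding more than 3 SD below its plate's average and above zero; inconclusive means below that plate limit but binding exactly zero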;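 further: hits lower antibody fragment binding to DSG3; some compounds called inactive have numbers as strong as hits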
* hit, by the source's call; ? = inconclusive; / = not tested or not shown.

SMILES	Arr AP2 block	E coli growth	OPRM1-OPRD1 ag	Mot1-301 SUMO	Tat export inh	phage Ecoli inh	PKA-R1A activ	PfHsp90 yeast 2	MOR-DOR inv ag	AddAB inh	Pemphigus Ab inh
NC(=O)NOCc1ccccc1	29	4.7	-1.8	14	10	4.4	-5	7	9	98*	107
Cc1cc(Cl)ccc1NC(=S)NC1CCCC1	-2	0.8	-3.1	26	15	2.3	2	4	15	0.1	94
CCN(Cc1ccncc1)Cc1ccc(OC)c(OC)c1	-1	-1.2	0.1	4	5	0.8	-9	11	0	3.8	97
Oc1ccc(CNc2ccccc2O)cc1	8	-4.0	6.7	-4	2	-0.1	-12	-23	-40	-6.0	101
Cc1cccc(NC(=O)CCNS(=O)(=O)c2ccc(Cl)cc2)c1	32	1.9	3.3	25	-3	2.0	4	-16	-18	3.7	111
CCc1sc(C(=O)N2CCN(C(=O)c3ccccc3)CC2)cc1C	0	-2.4	-1.5	6	0	-1.1	-5	7	6	1.2	91
CN1C(=O)c2cccc3c(S(=O)(=O)N(C)C)ccc1c23	-16	3.4	-1.4	-10	-4	2.1	-13	-4	7	4.0	98
CCC(=O)N(CCc1ccccc1C)Cc1cc2ccc(C)cc2[nH]c1=O	33	-2.7	-2.4	15	-8	-2.4	-5	-11	12	-3.5	115
COc1ccc(N=C2SC(CC(=O)Nc3ccc(F)cc3)C(=O)N2Cc2ccco2)cc1 (stereo unspecified)	2	0.4	6.5	10	4	1.4	1	-15	-34	-0.7	106
COc1ccc(CNC(=O)CSc2n[nH]c(N)n2)cc1	-2	-0.2	-1.9	-27	-3	0.5	-6	-20	12	0.6	105
Cc1cccc(NC(=O)c2sc(C)nc2C)c1	11	0.6	-0.9	2	-2	2.3	19*	9	5	1.0	/
CCN(CC)CCOC(=O)c1ccc(NC(=O)CSc2nnc(-c3cccs3)n2CC)cc1	-10	/	-1.1	/	-3	1.1	-6	-46	4	/	110
O=C(NNC(=O)c1sc2ccccc2c1Cl)Nc1ccc(Cl)cc1	4	-0.3	0.2	-11	-2	3.5	-14	3	-1	-1.4	101
O=C(NC1CCN(Cc2ccccc2)CC1)C1CCN(S(=O)(=O)c2ccc(Cl)cc2)CC1	-9	-1.2	0.7	1	1	3.6	-15	-4	-6	2.7	/
Cc1ccc(-n2c(C)csc2=N)cc1	-1	-3.7	4.1	-20	4	3.9	-1	-2	-21	0.0	102
COc1ccc(C(=O)Oc2cccc(/C=N/NC(N)=S)c2)cc1	/	-0.9	-1.8	211	3	3.2	0	19	8	-2.4	102
CC(NC(=O)/C(C#N)=C/c1ccc(C(=O)O)cc1)c1ccccc1 (stereo unspecified)	-17	-1.8	1.4	-11	0	1.2	-5	-18	-7	0.7	105
C[C@@H]1COC(=O)[C@H](CC(=O)OC(C)(C)C)C/C=C\C[C@H](CC(=O)NCCO)C(=O)N1	-4	0.0	-2.6	-10	8	3.4	-1	-15	15	3.2	105
Cc1oc(-c2cccc(Cl)c2)nc1CS(=O)(=O)CC(=O)NCCN1CCOCC1	22	-0.3	-1.1	-14	0	0.5	3	17	6	-1.1	99
COC(=O)CN1C(=O)S/C(=C/c2ccc(N3CCCCC3)o2)C1=O	0	1.6	2.5	307	3	1.2	-1	-14	-13	0.0	/
CN(C)c1ccc(C(=O)Nc2nc3c(s2)CCCC3)cc1	2	1.7	-0.5	-11	1	3.5	0	5	3	4.3	101
Oc1ccc(N=Nc2nc(-c3ccccc3)c(-c3ccccc3)[nH]2)cc1	10	3.9	0.2	-3	-2	5.4	-17	100*	-1	8.6	104
COc1ccc(C2CC(c3cccs3)=Nc3ccccc3S2)cc1 (stereo unspecified)	-2	-0.9	0.4	-3	-6	0.2	-2	10	-3	1.2	118
COc1ccc2cc1Oc1ccc(cc1)CC1c3c(cc(OC)c4c3Oc3cc5c(cc3O4)CCNC5C2)CCN1C (stereo unspecified)	10	-1.7	3.5	-17	6	/	14	/	-20	-0.2	110
O=C(CSc1nc2c(c(C(F)(F)F)n1)CCc1ccccc1-2)NCc1ccc(F)cc1	-1	-1.7	-3.2	1	1	-1.6	5	-13	15	0.4	/
SMILES	Arr AP2 block	E coli growth	OPRM1-OPRD1 ag	Mot1-301 SUMO	Tat export inh	phage Ecoli inh	PKA-R1A activ	PfHsp90 yeast 2	MOR-DOR inv ag	AddAB inh	Pemphigus Ab inh
CC(C)(C)c1ccc(S(=O)(=O)NCc2ccc(C(=O)N3CCCC3)cc2)cc1	30	2.6	-0.5	-6	-6	3.0	1	-25	3	1.6	91
O=C(c1ccc(OC2CCN(Cc3ccc(C(F)(F)F)cc3)CC2)cc1)N1CCCCC1	-6	-1.2	-4.0	135	5	3.6	-8	-23	20	1.9	100
COc1ccc(NC(=O)C2CCCN(S(=O)(=O)c3ccc(Cl)cc3)C2)cc1OC (stereo unspecified)	7	2.3	-1.8	11	1	1.7	0	5	9	2.4	105
Cc1ccc(S(=O)(=O)N2CCC(C(=O)Nc3nnc(COc4ccccc4)s3)CC2)cc1	0	/	0.7	/	-1	1.4	1	3	-4	/	109
Cc1c(OC(C)C(=O)NCCN2CCOCC2)ccc2c(-c3ccccc3)cc(=O)oc12 (stereo unspecified)	-20	-1.3	-2.4	9	-6	-0.9	-2	-22	12	0.9	104
Cc1cc(C(=O)COC(=O)c2ccc(O)cc2)c(C)n1CCc1ccc(F)cc1	-1	0.7	4.7	713	2	0.6	7	11	-25	0.9	102
COc1cc(/C=C/C(=O)Nc2ccc(OC)c(S(=O)(=O)N3CCOCC3)c2)ccc1OCC#N	-6	-1.3	-0.1	-11	1	3.7	-3	/	1	-2.4	95
O=C(C1CC1)N1CCN(c2ccnc3cc(Cl)ccc23)CC1	9	2.3	-0.5	4	4	1.1	-5	-3	3	-1.6	96
CCOC(=O)CSc1nnc(-c2c[nH]c3ccccc23)n1CC	6	-1.6	-0.9	2	-6	2.2	4	5	5	0.7	95
CCOc1cc(/C=N\NC(=O)c2ccc(NC(=O)CC)cc2)ccc1OC(=O)c1ccccc1	-3	-1.4	-4.2	0	1	-0.4	-8	-29	22	-0.7	105
O=c1[nH]c2ccc(S(=O)(=O)N3CCCCC3)cc2s1	-5	-1.8	0.9	4	?	2.4	-7	16	-5	-0.8	93
NS(=O)(=O)c1ccc(CCNC(=O)C(=O)NCC2OCCN2S(=O)(=O)c2ccc(F)cc2)cc1 (stereo unspecified)	4	-2.4	-1.9	-7	-5	1.4	2	-12	10	0.2	97
CC1(C)OC1(C#N)c1ccccc1 (stereo unspecified)	35	/	-3.0	/	-2	2.2	0	-19	15	/	123
C/C=C(\C)C(=O)NNC(=O)c1sc(-c2ccccc2)nc1C	9	-0.2	-0.7	6	6	4.2	5	-9	3	-0.1	/
COc1ccc(C2Nc3ccccc3NC3=C2C(=O)CC(C)(C)C3)cc1O (stereo unspecified)	0	-1.6	-0.8	4	3	-1.0	-2	-3	4	-1.8	92
CN(C)c1ccc(CNC(=O)C2CCN(S(=O)(=O)c3ccc4c(c3)CCCC(=O)N4)CC2)cc1	-10	0.8	-3.0	59	-4	-1.8	-6	7	16	1.7	/
CC(Sc1nnc(-c2ccco2)n1N)C(=O)NCC1CCCO1 (stereo unspecified)	4	-0.3	-1.9	0	1	1.9	-6	18	7	-1.4	106
CCCCCOC(=O)CSc1nc2c(c(=O)[nH]c(=O)n2C)n1Cc1ccc(Cl)cc1	7	1.5	4.4	25	-3	0.8	-4	-23	-24	3.9	105
NS(=O)(=O)c1ccc(CCNCc2cc(Cl)ccc2OCc2ccccc2)cc1	7	-0.1	4.4	-10	6	2.1	-6	-14	-20	3.9	98
COC(=O)c1n[nH]nc1-c1ccccc1	7	3.6	-1.6	304	3	1.6	-9	19	9	7.0	101
O=c1cnc2ccccc2n1Cc1ccc(Br)cc1	7	-0.4	1.6	13	9	1.8	-8	-4	-12	1.6	/
Cn1ccnc1Sc1nc(Nc2cccc(Cl)c2)nc(N2CCOCC2)n1	-4	-0.7	-5.0	-14	9	1.6	-2	7	23	0.5	100
COc1ccccc1OCCC(=O)Nc1cccc(S(=O)(=O)N2CCOCC2)c1	-6	-2.3	-3.2	5	-3	1.5	-3	13	13	-0.6	104
COc1cc(OC)c(NC(=S)Nc2cccc(C(C)=O)c2)cc1Cl	11	0.8	-3.6	-8	-3	2.4	1	-6	20	-0.7	98
Cc1ccc(S(=O)(=O)N2CCCN(S(=O)(=O)c3ccccc3Br)CC2)cc1	-11	3.2	-2.0	/	-2	1.8	1	4	10	-0.2	98
SMILES	Arr AP2 block	E coli growth	OPRM1-OPRD1 ag	Mot1-301 SUMO	Tat export inh	phage Ecoli inh	PKA-R1A activ	PfHsp90 yeast 2	MOR-DOR inv ag	AddAB inh	Pemphigus Ab inh
CCOC(=O)CSCC(=O)Nc1nnc(-c2cccc([N+](=O)[O-])c2)s1	-4	-2.2	-0.4	8	-1	3.9	-6	-11	2	2.0	79
O=C(CCS(=O)(=O)Cc1ccccc1)NCCc1ccccc1	2	0.9	-1.8	25	-10	-1.2	3	24	8	0.2	/
CCc1nc(SCC(=O)OC)c2c3c(sc2n1)COC(C)(C)C3	4	0.8	1.4	-8	1	-2.5	6	-4	-8	1.5	90
CC(=O)c1cccc(CN2CCN(CCC(C)C)C(CCO)C2)c1 (stereo unspecified)	-11	2.0	1.1	635	-6	0.6	-2	-16	-6	4.7	97
CCOC(=O)/C(C#N)=N/Nc1ccccc1C#N	27	0.6	-3.1	34	-1	0.0	-6	-10	17	1.4	93
COc1ccc(NC(=O)CSc2nnc(-c3ccncc3)n2CC2CCCO2)c(OC)c1 (stereo unspecified)	15	-2.0	-1.9	-9	-5	0.8	-4	-4	12	0.8	/
Cc1cccc(NC(=O)C2CCCN(c3ncnc4c3nc3n4CCCCC3)C2)n1 (stereo unspecified)	-6	0.9	-2.0	81	-3	2.4	-2	-2	12	-2.6	88
COc1ccc(CCNC(=O)CCC(=O)NC2CCCC(C)C2C)cc1OC (stereo unspecified)	30	1.2	-0.4	-10	5	2.4	5	-9	2	-1.6	130
CCC(C)[C@H]1CNCCN1CCc1cccc2ccccc12 (stereo partly specified)	1	0.8	1.4	-9	-1	1.1	-9	2	-8	1.3	109
